Pol kappa inh: DNA polymerase kappa (human) inhibition. 400,000 tested, 0.53% active. Potency, µM (top dose mostly 107 µM), inactives show at the top dose activity, negative = inhibition, actives largely listed as inhibitors. purified Pol kappa, fluorescent DNA synthesis assay, 10 min. AID 588579; further: potency means the concentration at half of the fitted maximal effect; on the % scale 0 is the no-effect control and ±100 the full control effect
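10 nM Pol kappa was preincubated with compounds for 15 min at room temperature. Reaction started with 50 nM (final) substrate. Fluorescence read kinetically at 0 and 10 min.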
ERG-DNA inh: ERG Ets/DNA interaction inhibition | P11308 | fluorescence polarization, His-ERG Ets domain / labelled DNA | Potency, µM (series often up to 76.9 µM), for the others: at the top dose FP activity, negative = inhibition, actives largely listed as inhibitors | 370,000 tested, 0.028% active | AID 624246; active means well fitted inhibition curve with a large enough effect in the polarisation, with a control signal flat; inconclusive means small, poorly fitted or top-dose-only effect, or effect the other way, or a change in a side signal; inactive means no such curve, though single readings can be large or run the other way; the % refers to the polarisation;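 further: polarization taken with two DNA probes labelled with fluorescein and Texas red; potency means the concentration at half of the fitted maximal effect; % of control where 0% means no effect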
Target sequence (P11308 whole entry, looked up, the tested form may be a part): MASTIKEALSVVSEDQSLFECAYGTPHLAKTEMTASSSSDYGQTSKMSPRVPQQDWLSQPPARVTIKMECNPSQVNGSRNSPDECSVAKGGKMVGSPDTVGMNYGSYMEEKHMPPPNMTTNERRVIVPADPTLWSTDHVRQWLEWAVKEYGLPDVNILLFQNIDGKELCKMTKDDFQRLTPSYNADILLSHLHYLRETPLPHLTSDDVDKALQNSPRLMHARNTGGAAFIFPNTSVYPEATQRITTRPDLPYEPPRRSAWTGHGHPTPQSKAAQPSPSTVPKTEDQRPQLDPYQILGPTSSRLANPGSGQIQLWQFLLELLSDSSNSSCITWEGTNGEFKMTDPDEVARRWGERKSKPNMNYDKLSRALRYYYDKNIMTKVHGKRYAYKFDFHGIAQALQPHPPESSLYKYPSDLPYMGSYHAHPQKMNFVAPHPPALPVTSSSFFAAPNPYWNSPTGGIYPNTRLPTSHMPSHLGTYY
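His-tagged ERG Ets domain (1 uM in the protein solution; 300mM KCl, 50mM Tris-HCl, 1mM EDTA, 1mM DTT, pH 7.5) received compound, then a probe mix of 5 nM fluorescein-DNA and 100nM Texas-615-DNA. Fluorescence polarization was read for both dyes.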
Apoferritin bind: binds horse apoferritin like a general anesthetic. AID 485281. P02791. Potency, µM (top dose mostly 77.5 µM), inactives show top-dose activity change, negative = displacement, actives largely listed as inhibitors. 350,000 tested, 0.074% active. apoferritin/1-aminoanthracene competitive binding, fluorescence; further: potency means the concentration at half of the fitted maximal effect; on the % scale 0 is the no-effect control and ±100 the full control effect; nearly all actives have a fitted effect of over 20% in size
Target sequence (P02791 2-175 limits assumed): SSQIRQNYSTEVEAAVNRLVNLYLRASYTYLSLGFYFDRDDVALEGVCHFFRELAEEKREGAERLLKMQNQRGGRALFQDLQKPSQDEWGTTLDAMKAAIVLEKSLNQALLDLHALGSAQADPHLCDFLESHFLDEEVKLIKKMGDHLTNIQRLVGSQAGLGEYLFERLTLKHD
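Probe: 1-aminoanthracene (50% saturated, PBS). Protein: horse-spleen apoferritin, 10 uM. Incubation: 10 min, room temperature. Detection: 380 nm excitation, 535 nm emission. Analysis: normalized response, four-parameter Hill.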
Pol eta inh: blocks human DNA polymerase eta activity | Q9Y253 | recombinant Pol eta, fluorescent DNA replication assay | Potency, µM (series often up to 114 µM), without a hit: at the top dose activity change, negative = inhibition, most hits filed as inhibitors | 390,000 tested, 1.2% active | AID 588591; further: potency means the concentration at half of the fitted maximal effect; on the % scale 0 is the no-effect control and ±100 the full control effect
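Pol eta (10 nM) was preincubated with compounds for 15 min at room temperature, after which fluorescent replication substrate (50 nM final) was added to start the reaction. Fluorescence was read kinetically at 0 and 10 min.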
12-LOX inh: inhibitors of human 12S-lipoxygenase ALOX12 | 580,000 tested, 1.1% active | purified 12hLO, xylenol orange hydroperoxide absorbance | Potency, µM (highest dose often 108 µM), inactives show at the highest dose activity change, negative = inhibition, hits mostly inhibitors; further: potency means the concentration at half of the fitted maximal effect; on the % scale 0 is the no-effect control and ±100 the full control effect
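Purified human 12hLO (150 nM final) in 25 mM Hepes, 0.01% Triton X-100, pH 7.0 was preincubated 15 min at room temperature with compound. Then 40 uM arachidonic acid was added, 30 min. Hydroperoxide was read by Fe-XO absorbance ratio 573/405 nm.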
LDHA inh: blocks human lactate dehydrogenase A. P00338. purified LDHA, NADH/diaphorase-resazurin fluorescence; active compounds read low. activity change, % (values are at about 110 or 230 µM). 480,000 tested, 0.15% active. AID 1347041; in the data active means activity change below about -30%; inconclusive means mostly about -25% to -30%;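 further: plate controls were DMSO wells for no effect and wells without enzyme for full effect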
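Human LDH5 at 2 nM final in Tris HCl pH 7.4 with 0.06 mM NADH and 0.2 mM pyruvate, reacted 5 minutes at room temperature. Remaining NADH coupled via diaphorase/resazurin; resorufin fluorescence read at 0 and 20 minutes, normalized to enzyme-free and DMSO wells.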
RGS4 inh: human RGS4 inhibition; AID 504845; P49798; 390,000 tested, 0.039% active; Transcreener GDP fluorescence polarization, RGS4-accelerated GTP hydrolysis; Potency, µM (series often up to 114 µM), without a hit: top-dose activity change, negative = inhibition, actives largely listed as inhibitors; further: potency means the concentration at half of the fitted maximal effect; on the % scale 0 is the no-effect control and ±100 the full control effect; nearly all actives have a fitted effect of over 75% in size; some results filed as inactive show a strong effect at the top dose
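MLSMR compounds (23 nl, pin-transferred) preincubated 10 min at room temperature with a 500nM (2x) first reagent, then RGS4 at 900nM (2x) plus Transcreener GDP mix added; fluorescence polarization (620/688 nm) read before and after 90 min at 30 °C.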
APEX1 inh: inhibitors of human APE1 endonuclease; P27695; recombinant APE1, TAMRA/BHQ-2 abasic DNA cleavage fluorescence; Potency, µM (top dose mostly 65.8 µM), for the others: top-dose activity change, negative = inhibition, hits mostly inhibitors; 350,000 tested, 0.35% active; AID 2517;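 further: potency means the concentration at half of the fitted maximal effect; plate controls were vehicle for no effect and reference inhibitor for full effect; nearly all actives have a fitted effect of over 55% in size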
Target sequence (P27695 whole entry, looked up): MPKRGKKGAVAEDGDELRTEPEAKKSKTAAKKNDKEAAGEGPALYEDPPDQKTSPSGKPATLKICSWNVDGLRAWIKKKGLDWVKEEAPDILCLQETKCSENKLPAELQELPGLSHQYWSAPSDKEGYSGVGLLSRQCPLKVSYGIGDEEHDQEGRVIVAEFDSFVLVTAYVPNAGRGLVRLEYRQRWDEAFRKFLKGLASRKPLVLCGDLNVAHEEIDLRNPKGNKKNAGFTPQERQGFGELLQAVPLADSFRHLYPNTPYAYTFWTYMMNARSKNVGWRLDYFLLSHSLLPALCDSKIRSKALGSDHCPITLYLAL
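Measures dequenching upon AP-site incision of a 5'-TAMRA/3'-BHQ-2 THF-containing duplex, 50 nM; human APE1 0.75 nM after 15 min room-temperature exposure to compound; kinetic three-point read at one-minute spacing.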
Pol beta inh: blocks human DNA polymerase beta activity; Pol beta primer extension/strand displacement, fluorescence kinetic; Potency, µM (series often up to 114 µM), without a hit: at the highest dose activity change, negative = inhibition, hits mostly inhibitors; 340,000 tested, 1.3% active; P06746; further: potency means the concentration at half of the fitted maximal effect; on the % scale 0 is the no-effect control and ±100 the full control effect
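Pol beta (10 nM) and compounds were preincubated 15 min at room temperature, then 50 nM substrate (final) started primer extension/strand displacement. Reads were taken at 0 and 10 min; concentration-response data were fitted to a four-parameter Hill equation.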
* marks the source's active call; other numbers are inactive results; i = inactive; ? = inconclusive; · = no result given; & = joins results of further samples; [ ] = dose if it differs, or a comment. Unless noted, the call rests on the fitted dose curve; in most records, active means well fitted curve in the direction sought with a large enough effect; inconclusive means small, poorly fitted or top-dose-only effect, or another doubt; inactive means no such curve, though single readings can be large; an effect the other way counts as inactive or inconclusive. These rows are one share of the data; count on the stated rates, not on these rows.

SMILES	Pol kappa inh	ERG-DNA inh	Apoferritin bind	Pol eta inh	12-LOX inh	LDHA inh	RGS4 inh	APEX1 inh	Pol beta inh
O=C(NCCNc1ccccc1[N+](=O)[O-])c1ccccc1F	2%	10%	-17%	-6%	9%	0	-17%	39%	2%
Cc1cccc2sc(NC(=O)CSc3nc4ccccc4o3)nc12	0%	-10%	-18%	-8%	0%	0	-12%	9%	-4%
COc1ccccc1CN1CCNC(=O)C1CC(=O)NCc1cn(C)nc1C (centres undefined)	2%	6%	-3%	-15%	-6%	2	0%	9%	-8%
Cc1[nH]c2ccccc2c1N=Nc1cc(C(=O)O)cc(C(=O)O)c1	?	12%	-24%	?	58%[activator]	-34*	-14%	3%	?
COC(=O)c1cccc(OCC(O)Cn2ccnc2)c1 (centres undefined)	0%	2%	-18%	-6%	0%	0	-10%	12%	12%
COCCNC(=O)c1cc(C)ccc1C	2%	-4%	-4%	-16%	-9%	-10	-17%	-2%	2%
O=C(c1csc2c1CCCC2)N1CCN(c2ccc(F)cc2)CC1	-22%	3%	-8%	6%	?	15	-12%	-2%	?
CCCSc1nnc(NC(=O)Nc2ccccc2OC)s1	-15%	-8%	-13%	-22%	0%	-2	-4%	-2%	-19%
COC(=O)c1ccc(NC(=O)COc2ccc(N(C)S(=O)(=O)c3ccc(C)cc3)cc2)cc1	-10%	-3%	·	-16%	-11%	-6	14%	-13%	·
O=C(NNC(=O)c1ccccc1[N+](=O)[O-])c1cccs1	9%	10%	2%	-5%	8%	2	-4%	?	2%
COc1ccc(N(CC(=O)NC2CCCC2)C(=O)c2ccc(C)s2)c(OC)c1	9%	-2%	8%	-9%	-13%	-1	-10%	39%	35%
CCCn1c(N)c(N(CCOC)C(=O)c2ccc(Cl)c([N+](=O)[O-])c2)c(=O)[nH]c1=O	2%	10%	0%	-6%	2%	-4	-13%	47%	-25%
CN(C)CCCN1C(=O)c2cccc3c([N+](=O)[O-])ccc(c23)C1=O	-8%	2%	-6%	-17%	-28%	22	20%	-16%	?
COc1cc(/C=C(\C#N)C(=O)Nc2ccc(SC(F)F)cc2)cc(OC)c1OC	-22%	-6%	?	-8%	?	-4	-28%	-2%	-2%
CCC(C)NC(=O)[C@H](CSCc1ccccc1)N1Cc2ccccc2C1=O (some centres undefined)	-7%	7%	-7%	-5%	17%	6	-13%	-4%	-17%
COCCNC(=S)c1ccc(OC)cc1	-2%	4%	-4%	-6%	?	-2	?	-1%	-25%
Cc1ccc(N=c2c([N+](=O)[O-])nn(-c3ccc(Cl)cc3)n2O)cc1C	3%	-3%	-18%	-9%	19%	-13	4%	-5%	-1%
Cc1ccc(C(=O)Nc2nc(COc3ccccc3)cs2)s1	-8%	·	?	4%	-20%	1	-22%	1%	0%
CC(C)(C)C(=O)Cn1c(=O)n(CCCCCC(=O)NCc2ccccc2Cl)c(=O)c2sccc21	-4%	0%	-3%	-14%	0%	0	-12%	·	-11%
COc1ccc(C(=O)N/N=C(/C)c2cccc(NC(=O)c3ccccc3F)c2)cc1	-19%	11%	-6%	-18%	14%	-3	-1%	24%	-15%
COc1ccc(C2=NN(C(=O)CSc3nc(=O)n4cccc(C)c4n3)C(c3ccc(C)cc3)C2)cc1 (centres undefined)	0%	5%	·	-14%	-12%	-1	?	27%	·
Cc1nnc(N(Cc2ccco2)C(=O)c2ccc(C#N)cc2)s1	-2%	-2%	-6%	-10%	0%	-1	-7%	4%	5%
Cc1ccc(CSc2nnc(-c3cnccn3)n2C)cc1	-13%	2%	-14%	-18%	177%[activator]	-6	-11%	1%	-4%
COc1cc(NC(=O)c2cc3ccccc3o2)ccc1NC(=O)c1ccco1	-5%	-8%	-4%	-12%	-12%	-12	-39%	26%	-17%
CN1CCC(N(C)C(=O)COc2ccccc2Cl)CC1	-8%	·	·	-12%	4%	-5	-6%	-1%	·
[O-]/C(=C(\C(=S)Nc1cccc2ccccc12)[n+]1ccccc1)c1ccc(OC(F)F)cc1	-8%	-4%	-19%	-10%	-20%	4	-13%	-2%	21%
CCCSc1nnc(NC(=O)Cc2ccc(OC)c(OC)c2)s1	-7%	12%	153%[activator]	-10%	319%[activator]	-8	-19%	-9%	-1%
Cc1ccc(S(=O)(=O)NN2C(=O)c3ccccc3NC2c2ccccc2F)cc1 (centres undefined)	-2%	-6%	-4%	-2%	-7%	-5	-6%	-15%	-20%
CCC(=O)N1CCc2cc(Br)cc(S(=O)(=O)N(CC)Cc3ccccc3)c21	-3%	3%	-14%	-23%	-27%	-6	-14%	·	-13%
CC(C)(C)NC(=O)c1c(F)c(F)c(F)c(F)c1F	-2%	1%	-6%	-18%	-11%	-3	-25%	-1%	3%
CCN(CC)c1ccc(C(=O)NNC(=O)CCl)cc1	4%	-6%	-17%	-1%	-2%	-12	3%	4%	-6%
COc1ccc(N(C(=O)c2snc(C(N)=O)c2N)C(C(=O)NC2CCCC2)c2cc(OC)ccc2OC)cc1 (centres undefined)	-18%	-2%	-9%	-12%	-13%	-3	-2%	19%	-1%
c1c2c(cc3sc(N4CCCCC4)nc13)OCCO2	-2%	5%	1%	-6%	9%	-4	-2%	-8%	-1%
CCN1C(=NCCCCO)N[C@@H](c2cccc(F)c2)C(C(=O)OC)=C1C	-10%	-2%	-9%&0%	-20%	-27%	-14	-11%	34%&11%	2%&30%
O=C(COC(=O)/C=C/c1ccc(C(F)(F)F)cc1)NC(=O)NCc1ccco1	-25%	4%	·	-15%	198%[activator]	-3	-27%	-9%	·
N#Cc1ccc(-c2csc(NNC(=O)c3ccc(Br)cc3)n2)cc1	-4%	-11%	-8%	-14%	97%[activator]	-8	-18%	10%	3%
Cc1cc(C(=O)COc2ccccc2Cl)c(C)n1-c1ccc2c(c1)OCO2	-9%	·	-10%	-26%	4%	3	-33%	1%	3%
COC(=O)CSc1nc2cc(OC)ccc2cc1C#N	-9%	7%	-14%	-12%	0%	-3	-39%	4%	-24%
COC(=O)c1ccc(-n2c(CCC(=O)O)ccc2-c2ccccc2)cc1	-15%[60.1 µM]	17%	0%	-20%	·	-4	17%	11%	-12%
O=C(O)/C=C/C(=O)Nc1ccc(Oc2ccccc2)cc1	-8%	3%	-11%	-12%	?	-1	-7%	20%	30%
O=C(Cn1cc([N+](=O)[O-])cn1)NCc1ccco1	-1%	9%	-6%	5%	-12%	2	-8%	2%	?
COc1ccccc1CC(=O)c1ccccc1OC	3%	-1%	·	-12%	-5%	0	-6%	·	·
O=[N+]([O-])c1ccccc1-c1ccc(C(=S)N2CCN(c3ccccc3)CC2)o1	-5%	10%	4%	-1%	?	7	?	-10%	30%
Cc1ccc(NC2(C#N)C(=O)Nc3ccccc32)cc1C (centres undefined)	0%	-1%	-8%	-16%	13%	1	-5%	-1%	34%
CC1CC(C)CN(S(=O)(=O)N2CCCC(C(=O)NC(C)c3ccccc3)C2)C1 (centres undefined)	-13%	5%	2%	-5%	0%	-8	-51%	56%	-14%
COc1ccc2c(CC(=O)O)cc(=O)oc2c1	6%	-4%	-3%	-16%	0%	-4	16%	-1%	3%
O=C(NNC(=O)C12CC3CC(CC(O)(C3)C1)C2)c1ccccc1O	6%	3%	-10%	-9%	i	3	-9%	5%	43%
COC(=O)C1=C(C(=O)OC)[C@@H]2N(C)c3ccccc3[C@@]23C[C@@H](C(=O)OC)N(C(=O)c2cc(C)oc2C)C3=N1	-6%	-13%	-16%	-14%	·	-2	13%	-6%[12.4 µM]	?
O=C(c1ccco1)N1CCCC(N2CCN(c3ccccc3F)CC2)C1 (centres undefined)	-5%	-1%	-5%	-9%	-3%	-7	7%	20%	18%
CCN(Cc1ccccc1)C(c1cccc(C#N)c1)c1nnnn1C(C)(C)C (centres undefined)	-11%	·	-6%	-19%	4%	-1	7%	-5%	-1%

Three entries drawn at random from those above:
SMILES	Pol kappa inh	ERG-DNA inh	Apoferritin bind	Pol eta inh	12-LOX inh	LDHA inh	RGS4 inh	APEX1 inh	Pol beta inh
COc1ccc2c(CC(=O)O)cc(=O)oc2c1	6%	-4%	-3%	-16%	0%	-4	16%	-1%	3%
CCCSc1nnc(NC(=O)Nc2ccccc2OC)s1	-15%	-8%	-13%	-22%	0%	-2	-4%	-2%	-19%
COC(=O)c1ccc(NC(=O)COc2ccc(N(C)S(=O)(=O)c3ccc(C)cc3)cc2)cc1	-10%	-3%	·	-16%	-11%	-6	14%	-13%	·

(listing goes on)
SMILES	Pol kappa inh	ERG-DNA inh	Apoferritin bind	Pol eta inh	12-LOX inh	LDHA inh	RGS4 inh	APEX1 inh	Pol beta inh
COc1ccc(Br)cc1C1C2C=CCCC2(C)C(=O)N1Cc1ccccc1 (centres undefined)	12%	·	58%[activator]	·	·	·	-9%	-7%	·
COc1cccc(N2CCN(C(=O)Nc3ccccc3Cl)CC2)c1	-6%	-1%	-7%	-10%	-5%	-2	10%	1%	-23%
CCOC(=O)N1CCN(C(=O)c2ccc(N3C(=O)CCC3=O)cc2)CC1	-7%	-6%	-2%	-7%	5%	?	20%	-3%	1%
CC1CN(c2ccccc2)NC1=O (centres undefined)	-4%	19%	-9%	-19%	28µM*	17	-36%	0%	1%
CCc1ccc(O)c(-c2cc(C(=O)Nc3cccnc3)[nH]n2)c1	-12%	-5%	-12%	-17%	-3%	-2	-25%[11.4 µM]	-1%	?
